Screening data: PubChem BioAssay, National Center for Advancing Translational Sciences (NCATS)
Pol kappa inh = DNA polymerase kappa (human) inhibition | Q9UBT6 | purified Pol kappa, fluorescent DNA synthesis assay, 10 min | Potency, µM (series often up to 107 µM), for the others: at the highest dose activity, negative = inhibition, usual class: inhibitors | actives 0.53% (n = 400,000); also: potency is read from the fitted curve at half-maximal effect; % is scaled to controls: 0 for no effect and ±100 for the full control effect
Target sequence (Q9UBT6 whole entry, looked up): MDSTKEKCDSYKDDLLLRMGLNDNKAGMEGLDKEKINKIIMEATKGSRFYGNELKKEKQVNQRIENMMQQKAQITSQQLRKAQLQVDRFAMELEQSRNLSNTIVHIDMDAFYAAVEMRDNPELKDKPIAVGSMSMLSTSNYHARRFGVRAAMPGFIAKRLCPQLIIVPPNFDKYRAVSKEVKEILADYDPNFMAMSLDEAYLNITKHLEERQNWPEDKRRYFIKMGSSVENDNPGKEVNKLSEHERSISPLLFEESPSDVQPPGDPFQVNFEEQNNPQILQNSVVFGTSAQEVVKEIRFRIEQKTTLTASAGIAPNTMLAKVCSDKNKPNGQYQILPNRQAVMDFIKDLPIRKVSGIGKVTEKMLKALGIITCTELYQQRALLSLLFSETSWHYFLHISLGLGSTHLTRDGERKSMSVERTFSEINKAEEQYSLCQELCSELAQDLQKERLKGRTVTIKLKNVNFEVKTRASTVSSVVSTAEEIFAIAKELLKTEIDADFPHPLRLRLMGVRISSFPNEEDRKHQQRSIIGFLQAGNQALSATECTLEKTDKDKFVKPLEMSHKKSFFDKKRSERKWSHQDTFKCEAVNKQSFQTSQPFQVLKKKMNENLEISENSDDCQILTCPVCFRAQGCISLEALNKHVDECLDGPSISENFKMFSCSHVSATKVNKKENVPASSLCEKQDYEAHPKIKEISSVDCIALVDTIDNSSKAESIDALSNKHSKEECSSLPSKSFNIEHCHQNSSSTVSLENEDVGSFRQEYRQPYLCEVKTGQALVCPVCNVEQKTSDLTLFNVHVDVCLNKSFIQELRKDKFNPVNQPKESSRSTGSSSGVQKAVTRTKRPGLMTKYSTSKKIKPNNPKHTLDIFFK
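10 nM Pol kappa was preincubated with compounds for 15 min at room temperature. Reaction started with 50 nM (final) substrate. Fluorescence read kinetically at 0 and 10 min.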
Tb PGK inh = blocks T. brucei phosphoglycerate kinase | P07378 | PGK/GAPDH coupled, Kinase-Glo luminescence, 60 min | Potency, µM (top dose mostly 57.5 µM), for inactives: at the highest dose activity change, negative = inhibition, hits mostly inhibitors | actives 0.043% (n = 380,000); also: potency is read from the fitted curve at half-maximal effect; % is scaled to controls: 0 for no effect and ±100 for the full control effect; nearly all actives have a fitted effect of over 60% in size
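Recombinant glycosomal PGK reaction used 1,3-bisphosphoglycerate generated in-well by GAPDH (100nM final) in 100mM TEA pH 7.6, 5mM MgCl2, 0.01% Tween-20. After 60 minutes at room temperature, ATP was read by Kinase-Glo Plus luminescence end-point.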
POLH inh = inhibitors of human DNA polymerase eta; Q9Y253; recombinant Pol eta, fluorescent DNA replication assay; Potency, µM (top dose mostly 114 µM), for the others: at the top dose activity change, negative = inhibition, hits mostly inhibitors; actives 1.2% (n = 390,000); also: potency is read from the fitted curve at half-maximal effect; % is scaled to controls: 0 for no effect and ±100 for the full control effect
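Fluorescent replication assay: 50 nM final substrate added after a 15 min room-temperature compound preincubation with 10 nM enzyme. Signal taken at 0 min and again at 10 min.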
BLM inh = Bloom syndrome helicase (human) inhibition; AID 2528; recombinant BLM DNA unwinding, fluorescence dequenching; Potency, µM (doses to about 56.1 µM), for inactives: at the top dose activity change, negative = inhibition, actives largely listed as inhibitors; actives 0.2% (n = 350,000); P54132;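 also: potency is read from the fitted curve at half-maximal effect; plate controls were vehicle for no effect and no enzyme for full effect; nearly all actives have a fitted effect of over 35% in size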
RXFP1 antag = blocks the human relaxin receptor RXFP1. actives 0.59% (n = 350,000). HEK293-RXFP1, relaxin-stimulated cAMP HTRF, 30 min; active compounds read low. Q9HBX9. activity change, negative = inhibition, % at 57.5 µM;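 active = activity change of -60% or lower, but not beyond a set lower limit; inconclusive = change between -60% and -40%, or beyond the set limit; inactive = change above -40%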; also: % is scaled to controls: 0 for no effect and ±100 for the full control effect
Anesthetic bind = candidate novel general anesthetic via apoferritin binding; P02791; apoferritin/1-aminoanthracene competitive binding, fluorescence; Potency, µM (highest dose often 77.5 µM), for the others: top-dose activity change, negative = displacement, hits mostly inhibitors; actives 0.074% (n = 350,000); also: potency is read from the fitted curve at half-maximal effect; % is scaled to controls: 0 for no effect and ±100 for the full control effect; nearly all actives have a fitted effect of over 20% in size
Target sequence (P02791 2-175 limits assumed): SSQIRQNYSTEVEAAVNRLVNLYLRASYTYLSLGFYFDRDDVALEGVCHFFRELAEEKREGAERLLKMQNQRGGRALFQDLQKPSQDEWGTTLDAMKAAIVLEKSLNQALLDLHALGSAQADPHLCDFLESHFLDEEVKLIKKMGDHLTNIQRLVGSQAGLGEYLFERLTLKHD
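Apoferritin-based anesthetic binding model; compound displacement of fluorescent 1-AMA measured as endpoint fluorescence after 10 minutes at room temperature, scaled to free-ligand and complex controls.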
APE1 inh = blocks human APE1 abasic DNA cleavage; recombinant APE1, TAMRA/BHQ-2 abasic DNA cleavage fluorescence; actives 0.35% (n = 350,000); Potency, µM (top dose mostly 65.8 µM), for inactives: top-dose activity change, negative = inhibition, hits mostly inhibitors; AID 2517;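 also: potency is read from the fitted curve at half-maximal effect; plate controls were vehicle for no effect and reference inhibitor for full effect; nearly all actives have a fitted effect of over 55% in size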
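Compound pre-exposure to 0.75 nM APE1, 15 min at ambient temperature. Reaction initiated with 50 nM TAMRA/BHQ-2 THF substrate, read immediately in kinetic mode, 525 nm excitation, 598 nm emission.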
Pol beta inh = inhibitors of human DNA polymerase beta. P06746. Pol beta primer extension/strand displacement, fluorescence kinetic. Potency, µM (series often up to 114 µM), inactives show top-dose activity change, negative = inhibition, most hits filed as inhibitors. actives 1.3% (n = 340,000); also: potency is read from the fitted curve at half-maximal effect; % is scaled to controls: 0 for no effect and ±100 for the full control effect
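Pol beta (10 nM) and compounds were preincubated 15 min at room temperature, then 50 nM substrate (final) started primer extension/strand displacement. Reads were taken at 0 and 10 min; concentration-response data were fitted to a four-parameter Hill equation.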
Pol iota inh = inhibitors of human DNA polymerase iota. Q9UNA4. Pol iota fluorescent replication assay, 10 min. Potency, µM (top dose mostly 115 µM), without a hit: top-dose activity, negative = inhibition, actives largely listed as inhibitors. actives 1% (n = 390,000). AID 588590; also: potency is read from the fitted curve at half-maximal effect
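Fluorescent replication assay read twice, at 0 min and 10 min after adding 50 nM (final) substrate. Enzyme (10 nM) and compounds were first incubated 15 min at room temperature; enzyme-free buffer wells were negative controls.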
Numbers without * were called inactive; i = inactive; ? = inconclusive; nt = not tested or not shown; & = joins results of further samples; ! = repeats disagree; [ ] = dose if it differs, or a comment. Unless noted, calls follow the shape of the dose curve; as a rule, active = well fitted curve in the direction sought with a large enough effect; inconclusive = small, poorly fitted or top-dose-only effect, or another doubt; inactive = no such curve, though single readings can be large; an effect the other way counts as inactive or inconclusive. This is a subset; the hit share may differ from the screen's.

SMILES	Pol kappa inh	Tb PGK inh	POLH inh	BLM inh	RXFP1 antag	Anesthetic bind	APE1 inh	Pol beta inh	Pol iota inh
CCOC(=O)N1CCN(C(=O)c2cc3ccc(OC)cc3[nH]2)CC1	6%	i	0%	-3%	-8	2%	48%	1%	40%[activator]
O=C(CNc1n[nH]c(=O)[nH]c1=O)N/N=C/c1cccnc1	10%	-14%	-7%	-1%	nt	4%	1%	-4%	-19%
Cc1ccc(CSCC(=O)N/N=C/c2sccc2C)cc1	-4%	-4%	-14%	-14%	-5	?	1%	-2%	8%
CCOC(=O)C1CCN(C(=O)/C=C/c2cccs2)CC1	-20%	2%	3%	-7%	-29	-5%	0%	1%	60%[activator]
CN(C(=O)c1cccc(NC(=O)Cc2ccc(NC(=O)C3CCN(C(=O)C4CCCC4)CC3)cc2)c1)C1CCCC1	-15%	-4%	-27%	nt	nt	nt	nt	nt	-17%
COc1ccc(Cc2nc(C)cc(Cl)n2)cc1[N+](=O)[O-]	?	i	-11%	-4%	2	-8%	29%	2%	92%[activator]
O=C(O)c1ccc(N2C(=O)CCCC2=O)cc1	4%	-12%	-5%	1%	15	-5%	2%	1%	-5%
Cc1occc1C(=O)NC(C)C(C)(C)C (stereo not given)	-23%	2%	-3%	0%	-14	-16%	3%	21%	-21%[58.9 µM]
CCN1CCC(O)(/C=C/c2ccc(C(C)C)cc2)C(C(=O)/C=C/c2ccc(C(C)C)cc2)C1 (stereo not given)	-15%	9%	-20%	nt	-16	nt	nt	nt	1%
O=C(COC(=O)c1ccccc1NCCO)NNC(=O)c1cccs1	-6%	6%	-9%	nt	15	nt	12%	nt	20%
COc1cc2c(C(=O)N3CCN(c4cc(Cl)ccc4C)CC3)cn(CC(C)C)c(=O)c2cc1OC	0%	-10%	-2%	-9%	nt	-4%	nt	14%	?
CC(OC(=O)c1cccc(S(=O)(=O)N(C)C)c1)C(=O)NCc1ccc2c(c1)OCO2 (stereo not given)	-14%	-9%	-6%	nt	-8	nt	-4%	nt	21%
CCOC(=O)[C@H]1[C@H]2COc3ccccc3[C@@H]2N2C(=O)c3ccc(Cl)cc3NC(=O)[C@@]12C	6%	-2%	-15%	nt	nt	nt	29%	nt	9%
CCc1nnc(NC(=O)CSCc2cc(=O)c3ccc(C)cc3[nH]2)s1	-18%[60.1 µM]	i	1%	0%	4	48%[activator]	nt	5%	?
CCN1CCN(Cc2ccc(NC(=O)c3ccc(C)c(NC(=O)N4CCNC4=O)c3)cc2C(F)(F)F)CC1	-2%&7%	25µM*!	?	6%&9%	1	-7%&-14%	43%&0%	25%&10%	?

Compound profiles, as listed above.
Cc1occc1C(=O)NC(C)C(C)(C)C (stereo not given) as listed: Pol kappa inh = -23%; Tb PGK inh = 2%; POLH inh = -3%; BLM inh = 0%; RXFP1 antag = -14; Anesthetic bind = -16%; APE1 inh = 3%; Pol beta inh = 21%; Pol iota inh = -21%[58.9 µM]
Cc1ccc(CSCC(=O)N/N=C/c2sccc2C)cc1 as listed: Pol kappa inh = -4%; Tb PGK inh = -4%; POLH inh = -14%; BLM inh = -14%; RXFP1 antag = -5; Anesthetic bind = ?; APE1 inh = 1%; Pol beta inh = -2%; Pol iota inh = 8%

Additional results
SMILES	Pol kappa inh	Tb PGK inh	POLH inh	BLM inh	RXFP1 antag	Anesthetic bind	APE1 inh	Pol beta inh	Pol iota inh
CCOC(=O)N(NC(=O)C(O)(c1ccccc1)c1ccccc1)c1ccccc1	-22%	i	-9%	-9%	12	-16%	2%	17%	-1%
Cc1ccc(S(=O)(=O)CCSc2cccc(C(=O)O)c2)cc1	-2%	6%	8%	2%	-5	-7%	4%	21%	4%
COc1ccccc1N1CCN(C(=O)NCc2cccc(C(F)(F)F)c2)CC1	-25%	-8%	-21%	-5%	-14	-1%	-7%	1%	-11%
CCOc1cccc2sc(NC(=O)CC)nc12	-6%	nt	-9%	-3%	6	-9%	-2%	-1%	8%
COCCNC(=O)c1onc(CSc2cc(C)cc(C)c2)c1C(=O)O	4%	9%	-19%	-3%	nt	-6%	1%	0%	18%
CC(=O)Oc1ccc(N(C(C)=O)S(=O)(=O)c2ccc(C)cc2C)c2ccccc12	8%	-9%	-21%	-16%	-4	-10%	5%	15%	-6%
COc1cc(/C=N/NC(=O)c2ccc3c(c2)OCCO3)c(Br)c(Br)c1O	89µM*	-2%	?	-11%	-3	3%	42%	?	?
COc1cccc(C=Nc2cc(C)cc(C)c2)c1O	-5%	-4%	-14%	2%	-14	-13%	16%	67%	-17%
CCCN1Cc2cccc(C(=O)Nc3ccc(OC)c(OC)c3)c2C1=O	-3%	-1%	-10%	nt	6	nt	nt	nt	32%[activator]
O=C1C2C3C=CC(C3)C2C(=O)N1c1ccc(-c2nc3ccccc3o2)cc1 (stereo not given)	-17%	i	12%	1%	-3	-11%	-4%	23%	0%
S=c1[nH]nc(-c2ccco2)n1/N=C/c1cccc(Cl)c1Cl	-15%	14%	-15%	-1%	8	-1%	0%	0%	5%
CC(C)Cn1c(N)c(C(=O)CSc2nc3ccccc3n2C)c(=O)n(C)c1=O	-6%	4%	-6%	-1%	-13	-7%	-1%	15%	-2%[58.9 µM]
O=C(CSc1nc2ccccc2s1)N1c2ccccc2Sc2ccc(Cl)cc21	-20%	-5%	-4%	-5%	3	3%	-2%	0%	-7%
CCCCOCCCNC(=O)N[C@@H](CCSC)C(=O)OC	-15%	-6%	-1%	0%	6	-10%	1%	-3%	11%
CSc1nccc(Oc2ccc(C#N)cc2)n1	-4%	-10%	-9%	6%	-3	-1%	21%	47%	30%
COc1ccc(-c2onc(C)c2C)cc1S(=O)(=O)NCc1cccs1	-6%	-11%	-17%	0%	-12	?	nt	-19%	7%
O=C(CN1CCN(Cc2ccccc2)CC1)Nc1ccc(N2CCOCC2)cc1	-5%	-8%	-20%	-2%	-11	2%	14%	-5%	84%[activator]
COC(=O)Cc1nnc(NC(=O)c2ccccc2)s1	-16%	-5%	-8%	-2%	-3	-6%	4%	-2%	-9%
C=CCOc1ccc(CNCCc2ccc(S(N)(=O)=O)cc2)cc1	-9%	-7%	6%	-2%	4	-6%	20%	?	16%
Cc1ccccc1-c1nnc(NC(=O)CSc2nc3ccccc3s2)s1	-14%	-1%	-4%	3%	3	-6%	1%	1%	-28%
Cc1ccccc1N(CC(=O)N/N=C/c1ccc(N(C)C)cc1)C(=O)c1ccccc1	-21%	i	-15%	-9%	3	-13%	13%	73%	?
N#CCCn1cc(C(=O)Nc2ccc([N+](=O)[O-])cc2)c(-c2cc3ccccc3o2)n1	-5%	i	-15%	-1%	-2	-7%	3%	-29%	15%
CCOCCOc1nc(C)cc(C)c1S(=O)(=O)c1ccccc1C	0%	-5%	-6%	-3%	5	-14%	-1%	3%	?
CC(C)C[C@H](NC(=O)N1CC(=O)Nc2ccccc21)C(=O)N[C@@H](C(=O)O)c1ccccc1	-3%	-9%	-21%	1%	-17	-1%	10%	?	28%
CCOC(=O)c1[nH]c2ccccc2c1NC(=O)c1c(F)cccc1F	-7%	-8%	-11%	-3%	nt	91%[activator]	nt	58%	-24%
CC(=O)c1ccc(N2CCN(C(=O)c3ccco3)C(C)C2)c(F)c1 (stereo not given)	-16%	2%	-11%	0%	-3	-8%	-4%	1%	3%
Cc1ccc(CN(CC(=O)NC2CCCC2)C(=O)c2csnn2)cc1	-22%	-3%	4%	-4%	13	3%	1%	29%	99%[activator]
CC(C)(C)c1nc(CN2CCOCC2)ccc1O	-25%	-2%	5%	-1%	-6	9%	-3%	0%	12%
CCOCC(=O)NC1CCc2cc(OC)c(OC)c(OC)c2-c2ccc(SC)c(=O)cc21 (stereo not given)	-20%	-5%	-9%	nt	16	nt	nt	nt	6%
COc1ccc(CC(=O)N2CCC(c3ccccc3)C2)cc1 (stereo not given)	-7%	9%	-16%	1%	-2	-24%	3%	1%	34%[activator]
O=C(c1ccc(CSc2nc3ccncc3[nH]2)cc1)N1CCN(c2cccc(Cl)c2)CC1	7%	i	-15%	-6%	-10	-15%	13%	9%	-5%
Cc1ccc(NC(=O)C(=O)NCc2ccncc2)cc1	0%	7%	-6%	-4%	1	-8%	-4%	0%	6%
CCc1nn(CC(=O)N(CC)Cc2ccccc2)c(=O)c2cc3occc3n12	-16%	0%	3%	-1%	nt	?	nt	23%	-14%
CCOC(=O)c1c(C2COc3ccccc3O2)csc1N (stereo not given)	-26%	-6%	-15%	-15%	5	?	5%	-2%	-7%
COc1ccc(OC)c(N(CC(=O)Nc2ccc3c(c2)OCO3)S(=O)(=O)c2ccccc2)c1	-3%	-7%	4%	-5%	8	6%	5%	-3%	19%
O=C(Nc1ccccc1)Nc1ccncc1	-3%	-1%	-7%	-6%	-13	-7%	-1%	20%	36%[activator]
COC(=O)Cn1c(=NC(=O)C(C)(C)C)sc2c(C)cc(C)cc21	-10%	4%	-8%	1%	5	-2%	-8%	-1%	?
CCc1ccc2oc(=O)cc(CN3CCC(C)CC3)c2c1	-12%	6%	-8%	-8%	-14	?	-2%	13%	10%
C[C@H](NC(=O)Cc1cccc2ccccc12)C(=O)NCc1ccccc1	1%	0%	-17%	1%	-10	-14%	-4%	-3%	72%[activator]
CCN(CC)CCn1c(=S)[nH]c2cc(C(=O)NCc3ccccc3Cl)ccc2c1=O	-6%	3%	-7%	8%	14	-17%	3%	45%	-9%
O=C(Nc1ccc(F)cc1)/C(Cl)=C/c1ccccc1	-7%	-11%	-9%	-1%	-9	-7%	-2%	-27%	23%
CCOC(=O)c1ccc(N=Cc2nc(-c3ccccc3)oc2OC(C)=O)cc1	-5%	4%	-4%	-3%	-1	-16%	-3%	-1%	-7%
CN(C)/C=N/c1nc2nccc(-c3ccccc3)n2n1	-8%	-3%	2%	-4%	8	-9%	18%	2%	97%[activator]
C[C@H](CO)N1C[C@H](C)[C@@H](CN(C)S(=O)(=O)c2ccc(F)cc2)Oc2c(NC(=O)Cc3ccccc3)cccc2C1=O	8%	-8%	-14%	nt	nt	nt	0%	nt	13%
